# hERG protect – hERG (human) protection from proarrhythmic block; CHO-hERG, FluxOR thallium flux, dofetilide IC70 present; Q12809; activation (rescue from dofetilide block), less the hit threshold, % at 10 µM; AID 1511; 0.51% of 310,000 active;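 active = activation above the mean of controls blocked by dofetilide plus 5 SD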;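 also: thallium influx through hERG after potassium depolarization seen as dye fluorescence rise; in these data hits start at about 4.7%; inactives centre near -7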
# KCNQ1 pot – human KCNQ1 channel potentiation or activation; CHO-K1 KCNQ1, thallium flux FluxOR fluorescence; stronger effect = higher value; B-score at 10 µM; 0.35% of 310,000 active; AID 2648;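 active = fluorescence ratio B-score, a plate-corrected score, at least three library SD, with initial intensity B-score within 5 SD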
# Target sequence (P51787 whole entry, looked up): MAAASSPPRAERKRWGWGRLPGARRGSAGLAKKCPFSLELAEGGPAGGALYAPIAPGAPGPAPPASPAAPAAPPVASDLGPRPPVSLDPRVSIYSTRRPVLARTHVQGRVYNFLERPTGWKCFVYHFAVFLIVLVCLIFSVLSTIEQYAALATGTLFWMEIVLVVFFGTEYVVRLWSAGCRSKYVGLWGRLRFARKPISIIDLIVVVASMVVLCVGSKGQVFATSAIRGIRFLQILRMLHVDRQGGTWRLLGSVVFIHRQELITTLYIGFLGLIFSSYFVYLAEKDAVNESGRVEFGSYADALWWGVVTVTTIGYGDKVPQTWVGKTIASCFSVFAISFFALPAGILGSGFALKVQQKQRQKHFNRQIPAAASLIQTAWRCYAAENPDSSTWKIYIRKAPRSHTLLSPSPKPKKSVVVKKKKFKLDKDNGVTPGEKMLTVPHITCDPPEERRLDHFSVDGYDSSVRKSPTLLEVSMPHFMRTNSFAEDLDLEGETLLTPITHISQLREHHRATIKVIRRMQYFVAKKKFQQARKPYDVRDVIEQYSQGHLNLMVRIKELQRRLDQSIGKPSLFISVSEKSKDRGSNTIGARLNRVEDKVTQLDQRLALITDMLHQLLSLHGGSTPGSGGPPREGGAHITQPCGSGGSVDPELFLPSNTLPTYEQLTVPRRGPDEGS
#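 Assay system: CHO-K1 cells stably expressing KCNQ1. Medium: assay buffer for compound exposure, DMSO matched across wells. Timing: 37 °C overnight plating, 90-min dark dye load, 20-min compound pretreatment. Signal: kinetic FluxOR fluorescence, 10 s baseline plus 110 s post-stimulus.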
# KCNK9 block – human KCNK9 channel inhibition | B-score at 10 µM | 1.2% of 310,000 active | HEK293 KCNK9, FluxOR thallium flux fluorescence; stronger effect = lower value | Q9NPC2;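 active = ratio B-score over 3 SD below the library mean, with starting fluorescence within 5 SD of its mean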;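 also: negative B-score means less thallium flux so channel inhibition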
# GSK3B inh – human GSK3beta kinase inhibition | P49841 | GST-GSK3beta kinase, ADP-Glo luminescence, 60 min; stronger effect = lower value | activity score (negative = inhibition), % at 10 µM | 0.038% of 300,000 active | AID 2097;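 active = more than half of replicate wells score below -50%, meaning over 50% inhibition versus plate controls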;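 also: 0% = median DMSO wells and -100% = median GW8510 positive control wells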
# Target sequence (P49841 whole entry, looked up): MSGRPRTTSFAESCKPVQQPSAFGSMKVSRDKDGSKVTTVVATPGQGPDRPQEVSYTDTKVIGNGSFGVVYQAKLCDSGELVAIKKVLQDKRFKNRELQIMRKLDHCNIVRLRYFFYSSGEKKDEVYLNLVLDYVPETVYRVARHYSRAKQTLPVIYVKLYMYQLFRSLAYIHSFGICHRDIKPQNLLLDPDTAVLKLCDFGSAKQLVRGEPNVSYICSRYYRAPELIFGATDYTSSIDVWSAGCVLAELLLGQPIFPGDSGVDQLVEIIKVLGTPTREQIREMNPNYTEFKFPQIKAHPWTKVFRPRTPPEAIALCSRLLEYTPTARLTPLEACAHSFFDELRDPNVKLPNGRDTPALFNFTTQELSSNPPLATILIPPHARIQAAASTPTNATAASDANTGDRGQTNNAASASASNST
#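 Assay system: GST-tagged human GSK3beta kinase, cell-free; Input: 1.6 ng GSK3beta; Medium: Tris/MgCl2 kinase buffer; Timing: 60 min enzyme reaction, room temperature; Signal: ADP-Glo luminescence quantifying ADP generated by kinase; Evaluation: score relative to plate controls; Benchmarks: DMSO neutral wells and GW8510 at 20 µM as positive.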
# HDAC3 inhib – human HDAC3 inhibition; O15379; recombinant HDAC3, fluorogenic peptide/trypsin coupled, fluorescence; inhibition, % at 8.3 µM; 0.15% of 320,000 active; AID 2718; in the data active = inhibition above about 26%, passing the limit was not always enough
# KCNK3 inh – human KCNK3 channel inhibition, primary screen; O14649; CHO-KCNK3 thallium flux, FluxOR fluorescence; stronger effect = lower value; B-score at 10 µM; 0.84% of 340,000 active;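 active = B-score under library mean minus 4 SD, starting fluorescence ratio at most library mean plus 5 SD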;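 also: more negative B-score means stronger inhibition of thallium flux through KCNK3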
# GSK3 alpha inh – human GSK-3 alpha kinase inhibition; ADP-Glo luminescence, 60 min; inhibition, % at 10 µM; 0.1% of 320,000 active; AID 2650;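 in the data active = inhibition above about 50%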;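 also: GST-tagged GSK-3 alpha with peptide substrate and 25 µM ATP; 0% = DMSO neutral wells and 100% = GW8510 positive control wells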
# KCNQ1 inh – human KCNQ1 channel inhibition; P51787; CHO-K1 KCNQ1, FluxOR thallium flux fluorescence; stronger effect = higher value; B-score at 10 µM; 1.3% of 310,000 active; AID 2642;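 active = compounds whose thallium flux B-score, printed positive for inhibition, exceeds three library SD while starting fluorescence stays within three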;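 also: channel opened by potassium depolarization with thallium stimulus after 20 min compound exposure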
# Dyrk1A ADPGlo – inhibitors of rat Dyrk1A kinase; inhibition, % at 12.5 µM; ADP-Glo luminescence, NFATc1 peptide; AID 504441; 0.43% of 310,000 active; in the data active = inhibition above about 50%;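 also: plate controls were vehicle with enzyme for no effect and no enzyme for full effect; many of its hits are not listed in these tables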
# RGS4 act – potentiators or activators of RGS4; B-score at 10 µM; 0.92% of 310,000 active; HEK293 M3R/inducible RGS4, carbachol calcium flux Fluo4; stronger effect = lower value;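 active = B-score of the integrated calcium signal more than 4 SD below the library mean, with starting fluorescence not abnormally high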;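 also: negative B-score means reduced calcium response which marks RGS4 activation or potentiation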
#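 Reagent: ECmax carbachol challenge; Test system: M3R-expressing HEK293 line, RGS4 induced by doxycycline; Schedule: overnight RGS4 induction, 30 min dye load 37 °C, 20 min compound RT; Detection: calcium dye Fluo4 fluorescence; Read-out: Agonist-evoked peak-minus-minimum fluorescence over baseline, integrated ratio, B score.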
# PolyA inhibitor – inhibitors of polyadenylation in S. cerevisiae. 0.02% of 300,000 active. S. cerevisiae SKY197-pL101 polyadenylation reporter, beta-gal luminescence; efflux-impaired pdr1/pdr3 knockout yeast; score 100 = 6 SD above DMSO. AID 1875. calls only at 12 µM;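 active = lowest replicate activity score at least 50, where 100 means six control SD above control mean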;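 also: yeast exposed to compound for 9 h at 30 °C; higher score means more reporter readthrough which indicates perturbed polyadenylation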
# * = called active by the depositor; i = inactive; . = not tested or not shown.
SMILES	hERG protect	KCNQ1 pot	KCNK9 block	GSK3B inh	HDAC3 inhib	KCNK3 inh	GSK3 alpha inh	KCNQ1 inh	Dyrk1A ADPGlo	RGS4 act	PolyA inhibitor
Cc1ccc(NC(=O)CN(C)C2CCCCC2)cc1Br	-12	i	i	0	1	i	1	i	1	i	i
O=C(NC(=S)Nc1nc(-c2cccc([N+](=O)[O-])c2)cs1)c1ccccc1Cl	1	i	i	0	0	i	-2	i	6	i	i
O=C(O)/C=C/C(=O)Nc1ccc(S(=O)(=O)N2CCCC2)cc1	-5	i	i	2	1	i	-2	i	-2	i	i
CC1(C)CC(=O)N(c2cccc(Cl)c2)C(=O)C1	-4	i	i	0	0	i	0	i	0	i	i
NC(=O)C1CCN(CCC(=O)Nc2ccc(Br)cc2)CC1	-13	i	i	-1	-1	i	0	i	4	i	i
CS(=O)(=O)c1ccc(NC(=O)CCN2C(=O)C3CCCCC3C2=O)cc1 (configuration not stated)	-6	i	i	0	-3	i	-1	i	0	i	i
Cc1ccc(NC(=S)NC2CC3CCC(C2)N3Cc2ccco2)cc1C (configuration not stated)	4	i	i	1	2	i	-3	i	-7	i	i
CCOc1ccccc1NC(=O)C1CCCN(S(=O)(=O)c2cccc3cccnc23)C1 (configuration not stated)	-15	i	i	-21	-3	i	.	i	3	i	i

# Arranged by count of non-hydrogen atoms (largest number first): some entries from above.
SMILES	hERG protect	KCNQ1 pot	KCNK9 block	GSK3B inh	HDAC3 inhib	KCNK3 inh	GSK3 alpha inh	KCNQ1 inh	Dyrk1A ADPGlo	RGS4 act	PolyA inhibitor
CCOc1ccccc1NC(=O)C1CCCN(S(=O)(=O)c2cccc3cccnc23)C1 (configuration not stated)	-15	i	i	-21	-3	i	.	i	3	i	i
Cc1ccc(NC(=S)NC2CC3CCC(C2)N3Cc2ccco2)cc1C (configuration not stated)	4	i	i	1	2	i	-3	i	-7	i	i
CC1(C)CC(=O)N(c2cccc(Cl)c2)C(=O)C1	-4	i	i	0	0	i	0	i	0	i	i

# (more compounds)
SMILES	hERG protect	KCNQ1 pot	KCNK9 block	GSK3B inh	HDAC3 inhib	KCNK3 inh	GSK3 alpha inh	KCNQ1 inh	Dyrk1A ADPGlo	RGS4 act	PolyA inhibitor
COC(=O)CCc1c(C)c(C(=O)c2ccco2)c2ccccn12	-10	i	i	-1	4	i	-1	i	17	i	i
O=C(NCCCN1CCOCC1)c1ccccc1NS(=O)(=O)c1ccc(Br)cc1	-6	i	i	0	4	i	-2	i	1	i	i
C=CCOC(=O)C1=C(C)NC(C)=C(C(=O)OCC=C)C1c1ccc(C)o1	-3	i	i	0	9	-10*	8	i	1	i	i
O=C(CN1C(=O)c2ccccc2S1(=O)=O)N1CCN(c2cccc(Cl)c2)CC1	-13	i	i	2	-8	i	-1	i	-1	i	i
COC(=O)c1ccc(N2CCOCC2)c(NC(=O)c2ccc3c(c2)OCCO3)c1	-6	i	i	1	4	i	0	i	-6	i	i
CC1c2nc3ccccc3n2C(CC(=O)NC2CC2)C(=O)N1Cc1ccccc1 (configuration not stated)	-6	i	i	5	2	i	2	i	-4	i	i
Cn1c(=O)c(Nc2ccc(O)cc2)c2c3c(cccc31)C(=O)c1ccccc1-2	-11	i	i	2	-3	i	6	i	24	i	i
CCC(=O)N1CCC(C(N)=O)(N2CCCCC2)CC1	-13	i	i	2	1	i	-4	i	4	i	i

# Three records picked at random from the list so far:
SMILES	hERG protect	KCNQ1 pot	KCNK9 block	GSK3B inh	HDAC3 inhib	KCNK3 inh	GSK3 alpha inh	KCNQ1 inh	Dyrk1A ADPGlo	RGS4 act	PolyA inhibitor
COC(=O)CCc1c(C)c(C(=O)c2ccco2)c2ccccn12	-10	i	i	-1	4	i	-1	i	17	i	i
CCC(=O)N1CCC(C(N)=O)(N2CCCCC2)CC1	-13	i	i	2	1	i	-4	i	4	i	i
CC1c2nc3ccccc3n2C(CC(=O)NC2CC2)C(=O)N1Cc1ccccc1 (configuration not stated)	-6	i	i	5	2	i	2	i	-4	i	i

# The results go on.
SMILES	hERG protect	KCNQ1 pot	KCNK9 block	GSK3B inh	HDAC3 inhib	KCNK3 inh	GSK3 alpha inh	KCNQ1 inh	Dyrk1A ADPGlo	RGS4 act	PolyA inhibitor
CC(C)Oc1ccc(CN2CCCC(CO)(Cc3ccc(F)cc3)C2)cc1 (configuration not stated)	4	i	i	3	1	i	0	i	-5	i	i
CCOc1ccc(N(CC(=O)NCc2ccco2)S(=O)(=O)c2ccc(OC)c(OC)c2)cc1	-5	i	i	1	6	i	0	i	-1	i	i
O=Cc1c(N2CCCCCC2)nc2ccccn2c1=O	-14	i	i	1	-1	i	0	i	9	i	i
C/C(=N\OC(=O)c1ccc(Cl)cc1)c1sc(-c2ccccc2)nc1C	-2	i	i	2	-6	i	2	i	-5	i	.
C=CCNc1nc(SCC=C)nc2ccsc12	-9	i	i	-5	9	i	12	i	.	i	i
CC1(C)CC(=O)c2cnc(NC3CC3)nc2C1	-12	i	i	-5	4	i	0	i	1	i	i
COc1ccc(Cl)cc1CSc1n[nH]c(C)n1	-12	i	i	0	2	i	-2	i	-2	i	i
CN1CCN(C(=O)c2ccccc2NC(=O)c2ccc(C(C)(C)C)cc2)CC1	-1	i	i	-4	3	i	-1	i	-5	i	i
Cc1cc(C)nc(SCC(N)=O)n1	-7	i	i	0	1	i	-1	i	5	i	i
CCCCOc1ccc(C(=O)NCC(=O)N2CC=C(c3ccccc3)CC2)cc1	-7	i	i	1	7	i	-1	i	-3	i	i
C/C=C/C=N/NC(=O)CN(c1ccc(Br)cc1)S(=O)(=O)c1ccccc1	-6	i	i	-2	3	i	-2	i	0	i	i
Cc1cc(NC(=O)Nc2cc(Cl)sc2Cl)no1	-4	i	i	-1	-1	i	-3	i	-3	i	i
O=C(CC1CCCCC1)NCc1ccc(Cl)cc1	0	i	i	3	-4	i	.	i	2	i	i
COc1ccc(CCNC(=O)c2sc(=S)n(C)c2N)cc1	-7	i	i	3	-6	i	0	i	-2	i	i
CC(C)(C)NC(=O)CN(C(=O)CSc1nnc(COc2ccccc2)o1)c1cccc(F)c1	-8	i	i	1	2	i	-1	i	6	i	i
Cc1c(C(=O)NCc2ccc3c(c2)OCO3)sc2nc(-c3ccccc3)cn12	-4	i	i	2	1	i	-1	i	4	i	i
CCOc1ccc(Oc2cc(C)nc(SC)n2)nn1	-13	i	i	-1	-11	i	2	i	0	i	i
CC(=O)OC(C(=O)NCc1ccco1)c1cccnc1 (configuration not stated)	-10	i	i	1	8	i	0	i	-5	i	i
COc1ccccc1N1CCN(CCCCCCOc2ccc(F)cc2)CC1	-15	i	i	4	-1	i	-4	i	0	i	i
COC(=O)c1ccc(CSc2nnc3sc4ccccc4n23)o1	-6	i	i	3	6	i	1	i	14	i	i
Cc1nc2ccccc2c(=O)n1NC(=O)c1ccc(Cl)cc1	-3	i	i	1	3	i	-1	i	0	i	i
O=C(CC12CC3CC(CC(C3)C1)C2)NC(=S)Nc1ccc(CN2CCOCC2)cc1	-10	i	i	-1	0	i	-2	i	0	i	i
COC(=O)c1ccc(NC(=O)Nc2ccccc2F)cc1	-12	i	i	0	-4	i	1	i	6	i	i
Cc1noc(C)c1COc1ccc(C(=O)Nc2ccccc2)cc1	-16	i	i	-2	-4	i	-1	i	-1	i	i
Cc1ccc(C(=O)N/N=C\c2ccc3c(c2)OCO3)cn1	-10	i	i	0	3	i	-3	i	-2	i	i
CC(C)CC(=O)Nc1nc2ccc(S(=O)(=O)N3CCOCC3)cc2s1	-3	i	i	-1	-2	i	0	i	6	i	i
Cc1ccccc1OCc1nc2ccccc2c(=O)n1N	-7	i	i	3	-7	i	-3	i	-4	i	i
CCC(=O)N1CCc2cc(OC)c(OC)cc2C1COc1ccccc1OC (configuration not stated)	-9	i	i	1	.	i	.	i	.	i	i
COc1ccc(Cn2cnc3c([N+](=O)[O-])c(C)c(C)cc32)cc1	-13	i	i	3	3	i	0	i	12	i	i
O=C(CNS(=O)(=O)c1ccccc1)OCC(=O)c1ccc(OC(=O)c2ccccc2)cc1	-11	i	i	-1	10	i	-3	i	-2	i	i
Cc1ccc(C(=O)N2CCC(C(=O)NC3CCCC3)CC2)cc1	-9	i	i	2	2	i	-1	i	3	i	i
COc1ccc(CN2C(=O)c3cccnc3C2=O)cc1S(=O)(=O)N1CCOc2ccc(C)cc21	-7	i	i	2	1	i	0	i	-4	i	i
CCOC(=O)N1CCN(C(=O)C(NS(=O)(=O)c2cccc3nsnc23)c2ccccc2)CC1 (configuration not stated)	-21	i	i	2	1	i	-3	i	-1	i	i
Cc1ccsc1CN(C)C(=O)CCc1nnc(COc2ccccc2)o1	-7	i	i	2	1	i	-4	i	8	i	i
CC(C)c1ccc(NC(=O)c2ccc(NC3=NC4CS(=O)(=O)CC4S3)cc2)cc1 (configuration not stated)	-9	i	i	1	-5	i	0	i	-3	i	i
CCCn1c(=O)c2ccccc2n2c(SCC(=O)/C(C#N)=C(\C)N)nnc12	1	i	i	-3	-5	i	-7	i	5	i	i
CCN(CC)C(=O)CSc1nc(O)cc(=O)n1-c1ccccc1OC	-9	i	i	-2	4	i	-5	i	1	i	i
Cc1cc(CNC(=O)Cc2c(F)cccc2Cl)nn1C	-8	i	i	-7	-2	i	0	i	-1	i	i
O=C(O)[C@H]1CCCC[C@H]1C(=O)Nc1ccc(S(=O)(=O)N2CCOCC2)cc1	-9	i	i	-1	0	i	2	i	-2	i	i
Cc1cccn2c(=O)c(/C=C(\C#N)C(=O)NC3CCS(=O)(=O)C3)c(Oc3ccccc3Cl)nc12 (configuration not stated)	-18	i	i	.	0	i	0	i	8	i	i
CCN(CC)c1ccc(/C=N/N2CCN(Cc3cccc4ccccc34)CC2)c(O)c1	-8	i	i	-4	10	i	2	i	3	i	i
COc1ccc(-c2nc3cc([N+](=O)[O-])ccc3o2)cc1OC	-9	i	i	.	3	i	-1	i	.	i	i
O=C(COC(=O)c1ccc(F)cc1F)NC1CC1	-10	i	i	0	1	i	9	i	2	i	i
COC(=O)c1ccccc1OC(=O)c1ccc(Br)o1	-1	i	i	2	5	i	-2	i	1	i	i
O=C(Nc1ccc2c(c1)C(=O)N(c1ccccc1)C2=O)c1cccs1	-8	i	i	0	11	i	-1	i	-7	i	i

# These rows are one share of the data; the hit share may differ from the screen's.
